Assay outcomes: PubChem, Broad Institute
S100A4 inh HTS: inhibitors of S100A4-myosin IIA peptide binding, primary screen, biochemical, fluorescence polarization, TAMRA-MyoIIA peptide | Protein S100-A4 (Homo sapiens), P26447 | inhibition, % at 10.7 µM | hit rate 0.14% among 360,000 | AID 652163, 2013;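 active means mean inhibition of at least 70% across replicates, with every replicate also reaching that level; inconclusive means mean inhibition reaches 70% but some replicates fall short; inactive means mean inhibition below 70%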
Target sequence (P26447 whole entry, looked up): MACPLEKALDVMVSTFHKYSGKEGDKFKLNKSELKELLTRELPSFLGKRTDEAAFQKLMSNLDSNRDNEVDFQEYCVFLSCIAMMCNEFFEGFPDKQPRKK
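Test system: S100A4 monomer protein; Medium: HEPES pH 7.2 with CaCl2, KCl, NaCl, DTT, Triton; Probe or stimulus: TAMRA-labelled myosin IIA heavy-chain peptide probe, 5 nM; Doses: one dose per compound; Times: polarization read 5 min after assay mix addition, stable 5–60 min; Benchmarks: neutral control DMSO, positive control TFP.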
C2C12 statin: suppressors of statin myotoxicity in C2C12 myotubes, primary screen, cell-based, single point, plate reader. C2C12 myotubes + simvastatin, ATP luminescence, 48 h; scaled: DMSO 0, geranylgeraniol control 100. rescue of ATP level, % at 7.49 µM. hit rate 0.78% among 330,000. AID 602340, 2012;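 active means mean ATP rescue above about 67%, or every replicate alone reaching that limit, limit read from the data, passing the limit was not always enough; inconclusive means no clear call, values can overlap the other calls; inactive means mean under the limit and some replicate under it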;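 further: myotubes were challenged with 10 µM simvastatin during compound exposure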
Cneo AK release: Cryptococcus neoformans cell lysis inducers, primary screen, AK release luminescence, single concentration; C. neoformans lysis, adenylate kinase release luminescence, 4 h; normalised: neutral wells 0, clomiphene wells 100; lysis activity, % at 15 µM; hit rate 0.2% among 360,000; AID 651654, 2012;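 active means mean lysis activity across replicates of at least 80%, whatever share of replicates individually reach that level; inactive means mean lysis activity below 80%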
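Assay system: C. neoformans cells. Amount: yeast cell density of 5 × 10^6 cells/mL. Technique: AK luminescence. Buffer or medium: YPD. Times: static 4 h at 37 °C with compound, 1 h detection. Dosing: single-point compound dose. Read-out: lysis from increased AK signal.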
XiGFP reactiv: activators of inactive X chromosome reactivation, primary screen, imaging, XiGFP fibroblasts, GFP high-content imaging, set 2; XiGFP mouse fibroblasts, % GFP-positive cells imaging, 3 d; cells co-treated with 5-aza-dC sensitizer; scaled so ellipticine positive control = 100%; activation, % at 7.58 µM; hit rate 0.055% among 360,000;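 active means mean normalized replicate activation at least 10% and every replicate at or above 10%; inconclusive means only one of the two criteria met; inactive means mean below 10% and not all replicates reach 10%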;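 further: 0% = median of on-plate neutral control wells and 100% = ellipticine 6 µM median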
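Schedule: 3 d treatment, 15 min room-temperature fixation; system: 68-5-11 XiGFP fibroblast line; buffer or medium: DMEM plus 5-aza-dC sensitizer; control set: ellipticine 6 µM positive control; compound: one concentration, pinned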
SIRT5 block: SIRT5 desuccinylase inhibitors, primary screen, biochemical, fluorescence imaging, single point, set 5; Purified SirT5, succinyl-peptide AMC, trypsin-coupled fluorescence; inhibition, % at 15 µM; hit rate 1.1% among 330,000; AID 652115, 2013; in the data active means inhibition above about 15%; inconclusive means no clear call, values can overlap the other calls
ERAP1 HTS inh: human ERAP1 aminopeptidase inhibitors, primary screen, biochemical, single point, plate reader. Endoplasmic reticulum aminopeptidase 1 (Homo sapiens), Q9NZ08. recombinant ERAP1, Leu-AMC fluorescence, 60 min. inhibition, % at 10.7 µM. hit rate 0.15% among 340,000;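 active means mean replicate inhibition of at least 30%, or all replicates individually reaching that 30% level; inactive means mean below 30% and not every replicate reaching it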;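 further: 0% = neutral control wells and 100% = L-leucinethiol positive control wells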
Target sequence (Q9NZ08 whole entry, looked up): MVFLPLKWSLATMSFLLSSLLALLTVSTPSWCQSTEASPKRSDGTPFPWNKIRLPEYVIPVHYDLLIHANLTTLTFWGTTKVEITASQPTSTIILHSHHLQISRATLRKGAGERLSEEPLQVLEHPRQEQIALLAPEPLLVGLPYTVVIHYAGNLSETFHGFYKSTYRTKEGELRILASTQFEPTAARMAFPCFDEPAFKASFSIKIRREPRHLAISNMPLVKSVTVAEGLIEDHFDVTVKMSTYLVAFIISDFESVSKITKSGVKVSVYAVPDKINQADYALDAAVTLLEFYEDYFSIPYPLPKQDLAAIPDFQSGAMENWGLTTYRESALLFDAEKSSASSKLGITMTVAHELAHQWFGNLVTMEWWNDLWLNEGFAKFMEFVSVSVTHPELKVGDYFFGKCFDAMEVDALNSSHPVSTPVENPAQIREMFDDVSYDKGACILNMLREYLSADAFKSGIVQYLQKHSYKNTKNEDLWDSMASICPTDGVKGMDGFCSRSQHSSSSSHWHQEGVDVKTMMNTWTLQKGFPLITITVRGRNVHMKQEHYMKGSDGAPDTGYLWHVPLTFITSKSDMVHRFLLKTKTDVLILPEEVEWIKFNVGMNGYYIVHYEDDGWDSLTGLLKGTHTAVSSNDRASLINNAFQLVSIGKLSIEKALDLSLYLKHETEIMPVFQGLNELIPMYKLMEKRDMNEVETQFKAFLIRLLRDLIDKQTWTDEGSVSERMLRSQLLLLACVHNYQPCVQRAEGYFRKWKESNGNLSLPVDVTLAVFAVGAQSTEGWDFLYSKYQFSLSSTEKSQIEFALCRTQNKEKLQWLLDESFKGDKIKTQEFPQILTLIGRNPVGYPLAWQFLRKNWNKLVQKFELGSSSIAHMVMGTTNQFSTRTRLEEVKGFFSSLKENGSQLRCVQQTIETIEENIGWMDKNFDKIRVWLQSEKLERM
PGC1a acetyl inh: inhibitors of PGC1a acetylation signal, primary screen, cell-based, U2OS, AlphaScreen, inhibitor mode; AlphaScreen anti-acetyl-lysine; with virally co-expressed GCN5 acetyltransferase; inhibition, % at 15.6 µM; hit rate 0.17% among 350,000; AID 651687, 2012;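 active means every replicate shows inhibition of at least 40%; inconclusive means mean inhibition at least 40% but some replicate below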;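 further: 0% = neutral control wells and 100% = positive control wells; some results beyond the cut were filed as inactive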
LGR2 antag: inhibitors of bursicon-induced LGR2 CRE-luciferase signal, primary screen, cell-based, HEK293, CRE-luciferase reporter, bursicon stimulation; inhibition, % at 9.99 µM; hit rate 0.35% among 380,000; bursicon-stimulated, 4 h;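 active means drop in luminescence signal, shown as inhibition above about 50% in the replicate tests, limit read from the data, passing the limit was not always enough; inconclusive means probably only some replicates passing the limit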;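 further: agonist challenge used bursicon conditioned medium at about half maximal strength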
* marks the source's active call; other numbers are inactive results.

`COc1cccc(S(=O)(=O)N[C@H]2CC[C@H](CC(=O)NC3Cc4ccccc4C3)O[C@@H]2CO)c1` gave S100A4 inh HTS 1, C2C12 statin 5, Cneo AK release -1, XiGFP reactiv 0.2, SIRT5 block 2, ERAP1 HTS inh 3, PGC1a acetyl inh 8 and LGR2 antag -3.
`COc1ccc2c3c(n(C)c2c1)[C@@H](CO)N(C(=O)C1CCC1)CC31CN(C)C1` gave S100A4 inh HTS -1, XiGFP reactiv 0.4, ERAP1 HTS inh 1, PGC1a acetyl inh 2 and LGR2 antag -16.
O=C(CNC(=O)c1ccccc1)OCN1C(=O)c2ccccc2C1=O was read as S100A4 inh HTS -6, C2C12 statin 2, Cneo AK release 2, XiGFP reactiv 0.0, SIRT5 block -1, ERAP1 HTS inh -1 and LGR2 antag 7.
`N/C(=N\OC(=O)/C=C/c1ccccc1Cl)c1ccccn1` gave S100A4 inh HTS -1, XiGFP reactiv 0.0, SIRT5 block -3, ERAP1 HTS inh -1 and LGR2 antag 73*.
COc1ccc(C(=O)N2CCc3c([nH]c4ccccc34)C2C(F)(F)F)cc1 (configuration not stated) was read as S100A4 inh HTS 0, XiGFP reactiv 0.0, SIRT5 block 0, ERAP1 HTS inh -3, PGC1a acetyl inh -21 and LGR2 antag 10.
`CCCNC(=O)N(C)C[C@@H]1Oc2cc(-c3ccccc3)ccc2S(=O)(=O)N([C@H](C)CO)C[C@H]1C` gave S100A4 inh HTS 10, C2C12 statin 11, Cneo AK release -1, XiGFP reactiv 0.0, SIRT5 block -1, ERAP1 HTS inh 6, PGC1a acetyl inh -8 and LGR2 antag 0.
For CSc1nnc2c(n1)OC=Nc1ccc(Br)cc1-2 the results were S100A4 inh HTS 0, Cneo AK release -1, XiGFP reactiv 0.0, SIRT5 block -1, ERAP1 HTS inh 0, PGC1a acetyl inh 2 and LGR2 antag 8.
Screening O=C(NC1CCCC1)N1CCCCN2[C@H](CO)[C@H](c3ccc(-c4ccccc4)cc3)[C@H]2C1 returned S100A4 inh HTS -9, Cneo AK release 0, XiGFP reactiv 0.0, SIRT5 block -2, ERAP1 HTS inh 2, PGC1a acetyl inh -10 and LGR2 antag -3.
Screening CS(=O)(=O)c1ccc(C(=O)Nc2ccc(S(=O)(=O)N3CCCCC3)cc2)cc1 returned S100A4 inh HTS 0, XiGFP reactiv 0.2, SIRT5 block -2, ERAP1 HTS inh 4 and LGR2 antag 5.
NC(N)=Nc1ccc(N=C(N)N)cc1 was read as S100A4 inh HTS -3, C2C12 statin -8, Cneo AK release 1, XiGFP reactiv 0.1, SIRT5 block 1, ERAP1 HTS inh 2 and LGR2 antag 1.
CC1CCCN(C(=O)CSc2nnc(-c3cccs3)o2)C1 (configuration not stated) was read as S100A4 inh HTS -1, C2C12 statin 2, Cneo AK release -1, XiGFP reactiv 0.1, SIRT5 block 2, ERAP1 HTS inh 1, PGC1a acetyl inh 4 and LGR2 antag -30.
For COc1ccc(CN(C)C[C@@H]2Oc3c(NS(=O)(=O)c4ccc(F)cc4)cccc3C(=O)N([C@H](C)CO)C[C@@H]2C)cc1 the results were S100A4 inh HTS -1, C2C12 statin -1, Cneo AK release -1, XiGFP reactiv 0.1, SIRT5 block -2, ERAP1 HTS inh -5, PGC1a acetyl inh 0 and LGR2 antag -9.
`C[C@H]1CN([C@@H](C)CO)C(=O)c2cc(-c3cncnc3)cnc2O[C@H]1CN(C)C(=O)c1ccccc1F` gave S100A4 inh HTS 0, C2C12 statin -14, Cneo AK release 90*, XiGFP reactiv -0.4, SIRT5 block 0, ERAP1 HTS inh 0, PGC1a acetyl inh 4 and LGR2 antag 5.
Screening O=C1CCN(CCc2ccccc2)CCN1[C@H](CO)Cc1ccccc1 returned S100A4 inh HTS -4, C2C12 statin 1, Cneo AK release 0, XiGFP reactiv 0.1, SIRT5 block -3, ERAP1 HTS inh 4, PGC1a acetyl inh 3 and LGR2 antag -22.
CC(C)CC1CCCC12NC(=O)NC2=O (configuration not stated) was read as S100A4 inh HTS -2, C2C12 statin 2, Cneo AK release 2, XiGFP reactiv 0.2, SIRT5 block 2, ERAP1 HTS inh -3, PGC1a acetyl inh 5 and LGR2 antag 2.
Oc1cccc(Nc2nc(-c3ccccc3)nc3ccccc23)c1 was read as S100A4 inh HTS -4, C2C12 statin -38, Cneo AK release -4, XiGFP reactiv -0.1, SIRT5 block -4, ERAP1 HTS inh -1, PGC1a acetyl inh -21 and LGR2 antag -20.
For Cc1cc(N2CCN(S(=O)(=O)c3ccc4ccccc4c3)CC2)n2ncnc2n1 the results were S100A4 inh HTS -2, C2C12 statin 1, Cneo AK release 14, XiGFP reactiv -0.1, SIRT5 block 2, ERAP1 HTS inh -5, PGC1a acetyl inh 4 and LGR2 antag -8.
Cc1nc2ccc([N+](=O)[O-])cc2c(=O)n1Cc1cccc(Br)c1 was read as S100A4 inh HTS 4, C2C12 statin -33, Cneo AK release 1, XiGFP reactiv 0.0, SIRT5 block -6, ERAP1 HTS inh 3 and LGR2 antag 7.
`CCOC(=O)N1CCN(C(=O)Cn2nc(-c3ccc(Cl)cc3)ccc2=O)CC1` gave S100A4 inh HTS -4, XiGFP reactiv 0.0, SIRT5 block 5, ERAP1 HTS inh -1 and LGR2 antag -4.
For COc1ccc(N2CCN(C(=O)CCC(=O)NNc3nc4ccccc4c4nc(C)nn34)CC2)cc1 the results were S100A4 inh HTS 8, XiGFP reactiv 0.4, SIRT5 block 0, ERAP1 HTS inh 1 and LGR2 antag 1.

The final two records of the part before lead into the next.
`CCOC(=O)N1CCN(C(=O)Cn2nc(-c3ccc(Cl)cc3)ccc2=O)CC1` gave S100A4 inh HTS -4, XiGFP reactiv 0.0, SIRT5 block 5, ERAP1 HTS inh -1 and LGR2 antag -4.
For COc1ccc(N2CCN(C(=O)CCC(=O)NNc3nc4ccccc4c4nc(C)nn34)CC2)cc1 the results were S100A4 inh HTS 8, XiGFP reactiv 0.4, SIRT5 block 0, ERAP1 HTS inh 1 and LGR2 antag 1.
Screening Cc1ccc(NC(=S)N2CCC(c3nc4ccccc4s3)CC2)cc1 returned S100A4 inh HTS -1, C2C12 statin 18, Cneo AK release 6, SIRT5 block -3, ERAP1 HTS inh -1, PGC1a acetyl inh 9 and LGR2 antag 2.
For Cc1c(NC(=O)Cc2ccccc2)cccc1C(=O)NN1C(=O)c2ccccc2C1=O the results were S100A4 inh HTS -1, C2C12 statin 7, Cneo AK release -1, XiGFP reactiv 0.1, SIRT5 block -10, ERAP1 HTS inh 1, PGC1a acetyl inh 6 and LGR2 antag -4.
`Cc1ccc(S(=O)(=O)Nc2ccc3c(c2)C(=O)N([C@H](C)CO)C[C@@H](C)[C@@H](CN(C)C)OCCCC[C@@H](C)O3)cc1` gave C2C12 statin 11, XiGFP reactiv 0.1, PGC1a acetyl inh -10 and LGR2 antag 6.
`CCNC(=O)C1CN(S(=O)(=O)c2ccccc2)CCN1S(=O)(=O)c1ccccc1` (configuration not stated) gave S100A4 inh HTS -1, SIRT5 block -3, ERAP1 HTS inh 1 and LGR2 antag 10.
Screening CN(C)CCNC(=O)c1cccc(-c2cnc3c(NC=O)cc(-c4ccc(S(C)(=O)=O)cc4)cn23)c1 returned S100A4 inh HTS -3, C2C12 statin inconclusive, Cneo AK release -1, XiGFP reactiv -0.1, ERAP1 HTS inh 12, PGC1a acetyl inh 0 and LGR2 antag -25.
`COc1ccc(CN(C)C[C@@H]2Oc3ccc(NC(=O)Cc4cn(C)c5ccccc45)cc3CC(=O)N([C@@H](C)CO)C[C@@H]2C)cc1` gave S100A4 inh HTS 0, C2C12 statin 10, Cneo AK release -1, XiGFP reactiv -1.0, SIRT5 block 1, ERAP1 HTS inh 1, PGC1a acetyl inh 3 and LGR2 antag 7.
Screening CC(C)=CCN1CCN(Cc2ccc(C#CC(C)(C)O)s2)CC1CCO (configuration not stated) returned S100A4 inh HTS -8, XiGFP reactiv 0.0, ERAP1 HTS inh -3 and LGR2 antag -12.
Screening Cc1cccc(C(=O)OCC(=O)NCc2ccc3c(c2)OCO3)c1C returned S100A4 inh HTS 1, C2C12 statin -5, Cneo AK release 1, XiGFP reactiv -0.4, SIRT5 block -10, ERAP1 HTS inh 2, PGC1a acetyl inh -7 and LGR2 antag -4.
Screening COCC(=O)N1C[C@H](C)[C@H](OC)CN(C)C(=O)c2cc(NC(=O)NC(C)C)ccc2OC[C@@H]1C returned S100A4 inh HTS 14, C2C12 statin 4, Cneo AK release 40, XiGFP reactiv 0.0, SIRT5 block -2, ERAP1 HTS inh 5, PGC1a acetyl inh -4 and LGR2 antag 8.
Screening O=C(N/C(=C\c1ccco1)C(=O)N1CCCC(CO)C1)c1ccccc1 (configuration not stated) returned S100A4 inh HTS -2, C2C12 statin 11, Cneo AK release 1, XiGFP reactiv -0.1, SIRT5 block 4, ERAP1 HTS inh -4, PGC1a acetyl inh 7 and LGR2 antag -7.
For O=C(O)c1ccccc1C(=O)N1CCc2c([nH]c3ccccc23)C1C(F)(F)F (configuration not stated) the results were S100A4 inh HTS -2, Cneo AK release -3, XiGFP reactiv -0.1, SIRT5 block -2, ERAP1 HTS inh 2, PGC1a acetyl inh 2 and LGR2 antag 1.
For O=C(Nc1cc(F)ccc1F)N1CC(=O)N2[C@H](CO)[C@@H](c3ccc(-c4cccnc4)cc3)[C@H]2C1 the results were S100A4 inh HTS -42, XiGFP reactiv 0.0, SIRT5 block -8, ERAP1 HTS inh 0, PGC1a acetyl inh -2 and LGR2 antag 8.
Screening C[C@@H]1CN([C@H](C)CO)C(=O)c2cc(NS(=O)(=O)c3ccccc3)ccc2O[C@@H]1CN(C)Cc1ccc(-c2ccccc2)cc1 returned S100A4 inh HTS 2, C2C12 statin 21, Cneo AK release 5, XiGFP reactiv 0.2, SIRT5 block 15*, ERAP1 HTS inh -1, PGC1a acetyl inh 9 and LGR2 antag -5.
`CC(=O)Nc1cccc(C(=O)OCC(=O)c2ccc(S(=O)(=O)N3CCCCC3)cc2)c1` gave S100A4 inh HTS -3, C2C12 statin 1, Cneo AK release 2, XiGFP reactiv 0.0, SIRT5 block -2, ERAP1 HTS inh 0, PGC1a acetyl inh 5 and LGR2 antag -6.
`Cc1cccc(-c2cc3nc4c(c(N5CCOCC5)n3n2)CCCC4)c1` gave S100A4 inh HTS 49, C2C12 statin -96, Cneo AK release -2, SIRT5 block -9, ERAP1 HTS inh -2, PGC1a acetyl inh -16 and LGR2 antag 27.
`COc1ccc(OC)c(CN2CCN(Cc3cc(OC)c(OC)c(OC)c3)CC2)c1` gave S100A4 inh HTS 1, C2C12 statin 7, Cneo AK release 0, XiGFP reactiv 0.0, SIRT5 block -3, ERAP1 HTS inh -1 and PGC1a acetyl inh -21.

Some of the compounds tested; count on the stated rates, not on these rows.
